PERK inhibitor = human PERK inhibition, primary cell-based screen; Q9NZJ5; CHO PERK-DD fusion, SEAP luminescence translation reporter; inhibition, % at 5.6 µM; 220,000 compounds, 0.17% hits; AID 1416;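 active means inhibition above the mean inhibition of all tested compounds plus 3 SD, set separately per screening campaign, cut at about 2.9% in these data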;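 further: PERK kinase domain activated by AP20187 dimerizer at 100 nM; 0% = DMSO with dimerizer and 100% = rapamycin at 8.4 µM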
TNF death inh = inhibitors of TNF-alpha induced necroptosis in Jurkat FADD-/- cells. AID 463075. activation (protection from cell death), % at 10 µM. 220,000 compounds, 0.068% hits. Jurkat FADD-/- TNF necroptosis rescue, ATP luminescence, 24 h; 0 = TNF only, 100 = no-TNF cells;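 active means activation, meaning protection from cell death, of at least 50% relative to plate controls; inactive means activation below 50%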;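 further: necroptosis triggered by 40 ng/mL TNF-alpha added together with compound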
Mdm2 ligase inh = inhibitors of human Mdm2 E3 ubiquitin ligase. Q00987. cell-based MDM2 ubiquitination luciferase reporter, 2 h; 0 = plate control, 100 = twice control, blank-subtracted. signal enhancement, % at 5 µM. 210,000 compounds, 0.11% hits. AID 1230;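 active means signal enhancement of 30% or more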;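 further: luminescence tracks abundance of the self-degrading MDM2-luciferase fusion protein; higher signal means inhibition of MDM2 E3 ligase activity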
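Assay system: stable mammalian line carrying autodegrading MDM2–luciferase fusion reporter; amount: 2000 cells seeded into each well; buffer or medium: DMEM; benchmarks: plate control and blank wells; signal: luciferase luminescence; timing: 2 h compound exposure at 37 °C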
EBV gp42 inh = inhibitors of Epstein-Barr virus glycoprotein 42 | Fluorescence polarization binding assay, mP read-out | inhibition, % (tested at 21.74 µM) | AID 1085 | Q1HVG2 | 220,000 compounds, 0.42% hits; in the data active means inhibition above about 50%
m-calpain inh = calpain II (pig) inhibition; 220,000 compounds, 0.37% hits; inhibition, % at 16 µM; purified calpain II, fluorogenic peptide substrate, 30 min;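 active means inhibition above about 50%, limit read from the data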
zVAD death inh = L929 zVAD cell death inhibition | L929 zVAD necroptosis rescue, ATP luminescence, 24 h; with zVAD 60 µM | viability rescue, % at 10 µM | 220,000 compounds, 0.38% hits;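 active means activation, scaled between plate controls, above about 75%, limit read from the data; inactive means activation under that limit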;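 further: 0% = zVAD with DMSO and 100% = DMSO alone without zVAD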
Cl transport mod = modulates chloride dependent transport by human KCC2 | AID 1456 | 190,000 compounds, 2.2% hits | Q9H2X9 | B-score of Tl+ flux slope (higher = more flux/activation; lower = inhibition) at 10 µM | KCC2 cells, thallium flux FluoZin-2 fluorescence;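 active means thallium flux slope and its plate-corrected score both differing from the plate sample mean at a set confidence after two filtering rounds, in either direction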;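 further: slope of fluorescence scaled to starting intensity during 10 to 20 s after thallium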
Target sequence (Q9H2X9 whole entry, looked up): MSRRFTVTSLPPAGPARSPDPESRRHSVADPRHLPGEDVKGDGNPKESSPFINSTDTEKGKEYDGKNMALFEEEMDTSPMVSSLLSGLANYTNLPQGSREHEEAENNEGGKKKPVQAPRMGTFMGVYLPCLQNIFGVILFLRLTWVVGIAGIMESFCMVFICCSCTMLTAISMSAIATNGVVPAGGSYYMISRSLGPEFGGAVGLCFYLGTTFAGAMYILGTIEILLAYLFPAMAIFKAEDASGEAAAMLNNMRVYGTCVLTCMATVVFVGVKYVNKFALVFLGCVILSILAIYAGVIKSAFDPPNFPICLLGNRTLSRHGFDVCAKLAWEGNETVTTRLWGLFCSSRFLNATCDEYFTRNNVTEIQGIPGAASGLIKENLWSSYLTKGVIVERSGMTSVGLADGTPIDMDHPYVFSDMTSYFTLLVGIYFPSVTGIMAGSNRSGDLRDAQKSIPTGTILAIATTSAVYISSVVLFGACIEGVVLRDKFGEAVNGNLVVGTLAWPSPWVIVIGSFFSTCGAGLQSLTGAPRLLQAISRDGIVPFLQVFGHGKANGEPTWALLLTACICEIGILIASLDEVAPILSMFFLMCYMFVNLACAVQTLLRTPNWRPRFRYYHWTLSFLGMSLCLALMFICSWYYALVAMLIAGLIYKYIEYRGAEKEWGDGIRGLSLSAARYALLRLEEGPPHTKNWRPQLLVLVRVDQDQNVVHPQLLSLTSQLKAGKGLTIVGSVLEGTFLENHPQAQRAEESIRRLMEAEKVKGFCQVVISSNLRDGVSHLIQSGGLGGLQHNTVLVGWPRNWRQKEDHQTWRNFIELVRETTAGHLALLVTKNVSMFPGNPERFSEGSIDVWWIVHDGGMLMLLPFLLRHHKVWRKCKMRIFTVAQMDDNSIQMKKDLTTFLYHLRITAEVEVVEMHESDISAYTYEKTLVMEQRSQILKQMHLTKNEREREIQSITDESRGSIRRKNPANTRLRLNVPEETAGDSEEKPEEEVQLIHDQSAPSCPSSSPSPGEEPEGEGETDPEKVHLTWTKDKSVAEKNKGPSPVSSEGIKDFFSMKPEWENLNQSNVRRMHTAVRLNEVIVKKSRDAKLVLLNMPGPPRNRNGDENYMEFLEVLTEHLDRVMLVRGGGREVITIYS
eIF4E-4G inh = eIF4E/eIF4G interaction inhibition in translation initiation | P63073+Q04637 | TR-FRET eIF4E-eIF4GI(517-606) binding, 2 h | inhibition, % at 21.7 µM | 220,000 compounds, 0.37% hits;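 active means inhibition above about 30%, limit read from the data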;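 further: 0% = full FRET control wells and 100% = background wells lacking eIF4GI fragment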
Rad51 HR inh = Rad51 (human) homologous recombination inhibition. Q06609. hRad51 DNA strand exchange, fluorescence dequenching. inhibition, % at 10 µM. 200,000 compounds, 0.085% hits;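 active means inhibition above 40% at the single screening dose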;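 further: 0% = DMSO control wells and 100% = blanks with heterologous ssDNA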
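Assay system: Human Rad51 nucleoprotein filaments preassembled on unlabelled ssDNA | Reagent: Donor/quencher-labelled 47-bp dsDNA substrate | Doses: One concentration, 10 µM final | Times: 37 °C 15-min filament assembly, 30-min compound preincubation, 15-min exchange | Technique: Fluorescein emission 520 nm, excitation 485 nm | Benchmarks: Plate control and blank wells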
Active calls of the source: *; [ ] = another dose, or the depositor's remark.

Screening Nc1[nH]nc2nc(NCc3ccccc3)c3c(c12)CCN(Cc1ccccc1)C3 returned PERK inhibitor -0.4, TNF death inh 2.8, Mdm2 ligase inh 19, EBV gp42 inh -9, m-calpain inh 0, zVAD death inh 2.7, Cl transport mod 1 and eIF4E-4G inh 8.
Cc1ccc(C)c(OCCn2cc(C(=O)O)c3ccccc32)c1 was read as PERK inhibitor 0.4, TNF death inh -0.4, Mdm2 ligase inh -6, EBV gp42 inh -14, m-calpain inh -50, zVAD death inh 2.0, Cl transport mod -0.074, eIF4E-4G inh -2 and Rad51 HR inh 9.
Screening Cc1cccc(C)c1NC1=NC(=S)N(c2ccc(N(C)C)cc2)C1(C)C returned PERK inhibitor 1.7, TNF death inh -2.2, Mdm2 ligase inh -16, EBV gp42 inh -17, m-calpain inh -8, zVAD death inh -0.3, Cl transport mod 4.3* and eIF4E-4G inh 0.
Screening Cc1sc2nc(CSCC(=O)Nc3ccc(N4CCOCC4)cc3)[nH]c(=O)c2c1C returned PERK inhibitor 0.4, TNF death inh 2.7, Mdm2 ligase inh -15, EBV gp42 inh -8, m-calpain inh -8, zVAD death inh 0.2, Cl transport mod 0.67, eIF4E-4G inh 1 and Rad51 HR inh -9.
For CC(=O)Cn1nnc(-c2ccc(C(F)(F)F)cc2)n1 the results were PERK inhibitor 0.1, TNF death inh 0.7, Mdm2 ligase inh -3, EBV gp42 inh -4, m-calpain inh 2, zVAD death inh 1.7, Cl transport mod 0.0049, eIF4E-4G inh 2 and Rad51 HR inh -3.
Screening Cc1ccccc1OCCCN1C(=O)C(=O)c2cccc(C)c21 returned PERK inhibitor 0.5, TNF death inh -2.6, Mdm2 ligase inh -9, EBV gp42 inh 0, m-calpain inh -1, zVAD death inh 0.7, Cl transport mod -0.9 and eIF4E-4G inh -1[fluorescence artefact?].
CC1(C)CC(=O)C2=C(C1)OC(N)=C(C#N)C21CCC2(CC1)OCCO2 was read as PERK inhibitor 1.0, TNF death inh -0.5, Mdm2 ligase inh -6, EBV gp42 inh -3, m-calpain inh -43, zVAD death inh 0.5, Cl transport mod -0.088, eIF4E-4G inh -1 and Rad51 HR inh 8.
`CC(=O)OC1CSc2nc3ccccc3n2C1` (centres undefined) gave PERK inhibitor 0.1, TNF death inh 0.7, Mdm2 ligase inh -17, EBV gp42 inh -17, m-calpain inh -12, zVAD death inh 0.6, Cl transport mod -2.5, eIF4E-4G inh 1 and Rad51 HR inh 4.
`Nc1nc(N)nc(-c2ccc(Oc3ccccc3)cc2)n1` gave PERK inhibitor 0.7, TNF death inh -4.7, Mdm2 ligase inh -6, EBV gp42 inh -11, m-calpain inh 13, zVAD death inh 0.7, Cl transport mod -0.093 and eIF4E-4G inh 3.
For CCOC(=O)NC(=S)Nc1ccc(C(C)(C)C)cc1Br the results were PERK inhibitor 1.6, TNF death inh 0.9, Mdm2 ligase inh -10, EBV gp42 inh 6, m-calpain inh 11, zVAD death inh 2.0, Cl transport mod 49*, eIF4E-4G inh -4 and Rad51 HR inh 12.
For CN1CCc2c(sc(N)c2C(N)=O)C1 the results were PERK inhibitor 0.4, TNF death inh -2.6, Mdm2 ligase inh -13, EBV gp42 inh 29, m-calpain inh -40, zVAD death inh -0.1, Cl transport mod 0.49, eIF4E-4G inh 7 and Rad51 HR inh -8.
Screening Cc1ccc(N2C(=O)C(O)(C(F)(F)F)C3=C2CC(C)(C)CC3=O)cc1C (centres undefined) returned PERK inhibitor 1.3, TNF death inh -2.7, Mdm2 ligase inh -8, EBV gp42 inh -12, m-calpain inh 12, zVAD death inh -0.1, eIF4E-4G inh -7[fluorescence artefact?] and Rad51 HR inh 2.
Screening CCN(CC)S(=O)(=O)c1csc(C(=O)Nc2ccccn2)c1 returned PERK inhibitor 0.9, TNF death inh 0.7, Mdm2 ligase inh -18, EBV gp42 inh -2, m-calpain inh 12, zVAD death inh 0.1, eIF4E-4G inh -3 and Rad51 HR inh -2.
Screening CCOc1cc(CO)cc(Br)c1OCC(N)=O returned PERK inhibitor 0.1, TNF death inh -0.7, Mdm2 ligase inh -12, EBV gp42 inh 8, m-calpain inh 4, zVAD death inh 1.6, Cl transport mod 0.64, eIF4E-4G inh -1 and Rad51 HR inh -4.
COc1cccc(-n2c(SCC(=O)Nc3nc4ccccc4s3)nc3ccccc3c2=O)c1 was read as PERK inhibitor 0.1, TNF death inh 8.3, EBV gp42 inh -11, m-calpain inh -67, zVAD death inh -0.1, Cl transport mod 0.16, eIF4E-4G inh -12 and Rad51 HR inh -5.

Random excerpt: 2 entries already listed
Screening Cc1ccc(N2C(=O)C(O)(C(F)(F)F)C3=C2CC(C)(C)CC3=O)cc1C (centres undefined) returned PERK inhibitor 1.3, TNF death inh -2.7, Mdm2 ligase inh -8, EBV gp42 inh -12, m-calpain inh 12, zVAD death inh -0.1, eIF4E-4G inh -7[fluorescence artefact?] and Rad51 HR inh 2.
Screening Cc1cccc(C)c1NC1=NC(=S)N(c2ccc(N(C)C)cc2)C1(C)C returned PERK inhibitor 1.7, TNF death inh -2.2, Mdm2 ligase inh -16, EBV gp42 inh -17, m-calpain inh -8, zVAD death inh -0.3, Cl transport mod 4.3* and eIF4E-4G inh 0.

More records.
`CN(C(=O)COC(=O)c1ccc2c(=O)n3c(nc2c1)CCC3)c1ccccc1` gave PERK inhibitor -0.2, TNF death inh 0.3, Mdm2 ligase inh 1, EBV gp42 inh 0, m-calpain inh 13, zVAD death inh 0.2, Cl transport mod 0.088, eIF4E-4G inh 4 and Rad51 HR inh -2.
COC(=O)c1ccsc1NC(=O)c1ccccc1 was read as PERK inhibitor 0.9, TNF death inh -0.2, Mdm2 ligase inh -6, EBV gp42 inh -15, m-calpain inh 25, zVAD death inh 1.4, Cl transport mod -0.98, eIF4E-4G inh -2 and Rad51 HR inh 5.
For COc1ccc2nc(C)cc(SCC(=O)NNC(=O)COc3ccccc3)c2c1 the results were PERK inhibitor 0.3, TNF death inh 1.2, Mdm2 ligase inh -22, EBV gp42 inh -11, m-calpain inh -12, zVAD death inh 0.1, Cl transport mod -1.1 and eIF4E-4G inh -4.
For CC[n+]1c(C)cc(C)n1-c1ccccc1 the results were PERK inhibitor 1.1, TNF death inh -0.7, Mdm2 ligase inh -6, EBV gp42 inh -10, m-calpain inh 7, zVAD death inh -0.3, Cl transport mod 0.6, eIF4E-4G inh 9 and Rad51 HR inh 0.
For CN(C)S(=O)(=O)c1cccc(NC(=O)CSc2nnnn2-c2ccccc2)c1 the results were PERK inhibitor -1.6, TNF death inh 0.6, Mdm2 ligase inh -12, EBV gp42 inh 8, m-calpain inh 15, zVAD death inh -0.3, Cl transport mod -0.51, eIF4E-4G inh 2 and Rad51 HR inh -3.
CCOc1ccc(C(=O)N(CN2CCCC2=O)c2ccccc2)cc1 was read as PERK inhibitor -0.5, TNF death inh -1.2, Mdm2 ligase inh -4, EBV gp42 inh -16, m-calpain inh -7, zVAD death inh 0.9, eIF4E-4G inh -1[fluorescence artefact?] and Rad51 HR inh 1.
`O=C(/C(=C/c1ccccc1Cl)c1ccccc1)N1CCOCC1` gave PERK inhibitor -1.2, TNF death inh -0.9, Mdm2 ligase inh -10, EBV gp42 inh 2, m-calpain inh 16, zVAD death inh -0.6, Cl transport mod 0.85 and eIF4E-4G inh 4.
For O=C(NCCCN1CCCCC1)C1CCC(=O)N1CCc1ccccc1 (centres undefined) the results were PERK inhibitor -0.1, TNF death inh -0.1, Mdm2 ligase inh 1, EBV gp42 inh -5, m-calpain inh -23, zVAD death inh 2.2, eIF4E-4G inh 3 and Rad51 HR inh 8.
For C(=Nc1ccc(N2CCOCC2)cc1)c1c[nH]c2ccccc12 the results were PERK inhibitor -0.4, TNF death inh -1.6, Mdm2 ligase inh -6, EBV gp42 inh -1, m-calpain inh 3, zVAD death inh -0.6, Cl transport mod -0.95 and eIF4E-4G inh 17.
Screening CSc1ncccc1C(=O)Nc1ccc2nc(C)sc2c1 returned PERK inhibitor 0.1, TNF death inh 1.7, EBV gp42 inh -17, m-calpain inh -19, zVAD death inh -0.5, eIF4E-4G inh -1 and Rad51 HR inh -3.
For COc1ccccc1CNC(=O)c1ccccc1NS(C)(=O)=O the results were PERK inhibitor 1.3, TNF death inh 0.0, Mdm2 ligase inh -6, EBV gp42 inh -29, m-calpain inh -153, zVAD death inh 0.1, Cl transport mod 0.01, eIF4E-4G inh 4 and Rad51 HR inh 6.
`O=C1NCCNC1(c1c[nH]c2ccccc12)C(F)(F)F` (centres undefined) gave PERK inhibitor 0.4, TNF death inh -0.1, Mdm2 ligase inh -31, EBV gp42 inh -11, m-calpain inh -8, zVAD death inh 1.2, eIF4E-4G inh 1 and Rad51 HR inh 1.
For O=C(O)CCCCn1c(SCC(=O)Nc2ccccc2C(F)(F)F)nc2ccsc2c1=O the results were PERK inhibitor 0.0, TNF death inh -0.5, Mdm2 ligase inh -9, EBV gp42 inh 6, m-calpain inh 22, Cl transport mod 0.52 and eIF4E-4G inh 2[fluorescence artefact?].
For C=CCn1c(O)c(N=NC(=O)CNC(=O)c2ccco2)c2ccccc21 the results were PERK inhibitor -0.9, TNF death inh -3.7, Mdm2 ligase inh -6, EBV gp42 inh -7, m-calpain inh 8, zVAD death inh 0.0, Cl transport mod -0.14, eIF4E-4G inh 5 and Rad51 HR inh 11.
O=C(NC1CCCCCCC1)C1CCC(CNc2c(N3CCCC3)c(=O)c2=O)CC1 (centres undefined) was read as PERK inhibitor 0.5, TNF death inh -1.5, Mdm2 ligase inh -10, EBV gp42 inh -5, m-calpain inh 30, zVAD death inh 3.0, Cl transport mod 0.65, eIF4E-4G inh 4 and Rad51 HR inh 3.
Screening O=C(Nc1nccs1)C(c1ccccc1)N1CCCC1 (centres undefined) returned PERK inhibitor 0.5, TNF death inh -0.3, Mdm2 ligase inh 0, EBV gp42 inh 65*, m-calpain inh -3, zVAD death inh 0.2, Cl transport mod 0.5, eIF4E-4G inh -4 and Rad51 HR inh -1.
Cn1/c(=N/N=C/c2ccccn2)sc2ccccc21 was read as PERK inhibitor -0.1, TNF death inh -1.8, Mdm2 ligase inh -26, EBV gp42 inh -7, m-calpain inh -6, zVAD death inh 1.9, Cl transport mod -1.5 and eIF4E-4G inh 1.
`CCCC(=O)Nc1ccc(C(=O)Nc2nc(CC(=O)OCC)cs2)cc1` gave PERK inhibitor -1.1, TNF death inh 2.4, Mdm2 ligase inh -5, EBV gp42 inh -30, m-calpain inh 8, zVAD death inh 0.9, eIF4E-4G inh -5 and Rad51 HR inh 1.
Screening Nc1cc(C(=O)c2ccccc2)ccc1N1CCOCC1 returned PERK inhibitor 0.4, TNF death inh -1.9, EBV gp42 inh -10, m-calpain inh -3, zVAD death inh -0.1, Cl transport mod 1.1, eIF4E-4G inh 2[fluorescence artefact?] and Rad51 HR inh 5.
For CCCCOc1ccc(-c2c(C(=O)Nc3ccccc3)c(C)[nH]c(=S)c2C#N)cc1 the results were PERK inhibitor 0.2, TNF death inh -1.8, Mdm2 ligase inh -5, EBV gp42 inh 4, m-calpain inh -15, zVAD death inh -0.2, Cl transport mod -0.098, eIF4E-4G inh 0 and Rad51 HR inh -2.

Screens deposited in PubChem by several laboratories.

Random draw from the library; overall some 3.6% were active at least once.
